Peg3 promoter: Peg3 promoter activity inhibition. AID 588405. 360,000 compounds, 1.7% hits. HeLa PEG-Prom luciferase reporter, luminescence, overnight. inhibition, % at 20 µM;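 active = inhibition of at least 50% at 20 µM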
Shn3 inh set2: inhibitors of Schnurri-3 3'UTR reporter in osteoblasts; Clone20 osteoblast Shn3 3'UTR firefly luciferase, 24 h; inhibition, % at 12.5 µM; 360,000 compounds, 0.52% hits; AID 588674;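 active = mean inhibition of at least 75% with every replicate also reaching 75%; inconclusive = mean inhibition at least 75% but some replicate below; inactive = mean inhibition below 75%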;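 note: 0% = median of neutral control wells and 100% = pilot-screen positive control compound; some compounds past the cut are filed as inactive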
NR2E3 ag-1: NR2E3 (human) agonism; inhibition of corepressor binding, % at 4.78 µM; AID 2300; GST-NR2E3/biotin-RetCOR TR-FRET, 1536-well; 320,000 compounds, 0.12% hits;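 active = percent inhibition above the cutoff of mean plus 3 SD of all tested compounds, set per screening campaign, cut at about 20% in these data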;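 note: 0% = DMSO wells and 100% = biotin wells as full block of FRET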
Target sequence (Q9Y5X4 whole entry, looked up): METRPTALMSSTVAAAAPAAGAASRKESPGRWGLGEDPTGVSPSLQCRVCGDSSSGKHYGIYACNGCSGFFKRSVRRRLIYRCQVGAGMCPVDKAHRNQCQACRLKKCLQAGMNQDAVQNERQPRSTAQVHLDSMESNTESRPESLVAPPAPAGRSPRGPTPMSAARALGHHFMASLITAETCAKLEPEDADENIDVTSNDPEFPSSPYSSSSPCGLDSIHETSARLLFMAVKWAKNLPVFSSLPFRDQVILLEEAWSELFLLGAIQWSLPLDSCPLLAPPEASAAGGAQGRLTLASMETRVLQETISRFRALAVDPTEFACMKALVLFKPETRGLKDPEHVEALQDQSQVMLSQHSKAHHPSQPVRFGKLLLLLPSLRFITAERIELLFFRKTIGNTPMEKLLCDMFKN
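Material: NR2E3–RetCOR corepressor complex | Quantity: 1.35 nM GST-tagged NR2E3 final | Schedule: 5 h at 4 °C | Replication: Singlicate compound wells | Reagent: RetCOR corepressor, biotinylated, 7 nM | Controls: Biotin wells as high control, 0.6% DMSO wells as low control | Signal: TR-FRET, Eu(K)-anti-GST donor, streptavidin-D2 acceptor, ex 340, em 617/671 nm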
TRPM1 prom inh: MITF TRPM1 promoter inhibition in SK-MEL-5 cells; SK-MEL-5 TRPM1 promoter luciferase, 24 h; inhibition, % at 12.5 µM; 330,000 compounds, 0.83% hits;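 active = mean inhibition across replicates of 60% or more, whatever share of single replicates reaches that level; inconclusive = some that reach 60%, reason not given; inactive = mean inhibition across replicates below 60%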; note: values of inactives mirror those of a sister screen read the other way
CF NFkB inh: inhibitors of cystic fibrosis induced NF-kB; inhibition, % at 5 µM; 360,000 compounds, 0.86% hits; KKLEB NF-kB-GFP reporter, PAF-induced, GFP fluorescence overnight;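 active = at least 50% inhibition at 5 µM, scaled per plate between neutral and stimulator controls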;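 note: PAF is a Pseudomonas aeruginosa culture filtrate used as stimulus; plate controls were PAF-stimulated DMSO wells for no effect and unstimulated DMSO wells for full effect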
HIF-2a block: blocks HIF-2a reporter activity; 786-0 RCC cells HIF-2a reporter, luciferase luminescence, overnight; inhibition, % at 18.8 µM; AID 624352; 360,000 compounds, 0.72% hits;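 active = inhibition of the luminescence signal of 40% or more relative to plate controls, in a single-dose primary screen at 18.75 µM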
NR2E3 ag-2: agonists of human NR2E3 nuclear receptor; Q9Y5X4; CHO-S Gal4-NCOR/VP16-NR2E3 two-hybrid, luciferase; inhibition of corepressor binding, % at 3.98 µM; 360,000 compounds, 0.35% hits; AID 602229;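 active = inhibition above the mean of all tested compounds plus 3 SD, cut at about 70% in these data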;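 note: 0% = DMSO with NR2E3 transfected cells and 100% = cells lacking NR2E3 construct; higher means lower luciferase signal from less NR2E3 corepressor binding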
Vif inh: inhibitors of HIV Vif. HEK293T cells, Vif self-association by quenched fluorescence, imaging, 24 h. AID 602346. inhibition, % at 7.49 µM. 340,000 compounds, 0.35% hits; in the data active = inhibition above about 50%, passing the limit was not always enough; inconclusive = no clear call, values can overlap the other calls; inactive = below about 31%; note: some results filed as inactive read as strong as hits
CaV13 FRET inh: Primary screen for inhibitors of IQ motif and Ca2+-dependent inactivation inhibitor domain binding in CACNA1D, Förster resonance energy transfer in living cells, …; inhibition, % at 12.3 µM; AID 743397; HEK cells, CFP/YFP FRET ICDI-IQ, plate reader, 10 min; percent FRET-ratio fall versus neutral wells; 340,000 compounds, 0.098% hits;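 active = mean replicate inhibition of at least 30% and at least 1% of replicates passing that level; inconclusive = only one of the two criteria is met; inactive = neither criterion is met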;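 note: 0% = median of the neutral control wells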
PDI turbidity: PDI (human) enzyme inhibition. P07237. PDI insulin aggregation turbidity, A650, 90 min. inhibition, % at 10 µM. 350,000 compounds, 0.052% hits;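 active = mean inhibition across replicates of 30% or more, whatever share of single replicates reach that level; inconclusive = mean inhibition below 30% while every single replicate reaches 30%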;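 note: absorbance from insulin aggregation driven by PDI reduction with DTT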
Target sequence (P07237 whole entry, looked up): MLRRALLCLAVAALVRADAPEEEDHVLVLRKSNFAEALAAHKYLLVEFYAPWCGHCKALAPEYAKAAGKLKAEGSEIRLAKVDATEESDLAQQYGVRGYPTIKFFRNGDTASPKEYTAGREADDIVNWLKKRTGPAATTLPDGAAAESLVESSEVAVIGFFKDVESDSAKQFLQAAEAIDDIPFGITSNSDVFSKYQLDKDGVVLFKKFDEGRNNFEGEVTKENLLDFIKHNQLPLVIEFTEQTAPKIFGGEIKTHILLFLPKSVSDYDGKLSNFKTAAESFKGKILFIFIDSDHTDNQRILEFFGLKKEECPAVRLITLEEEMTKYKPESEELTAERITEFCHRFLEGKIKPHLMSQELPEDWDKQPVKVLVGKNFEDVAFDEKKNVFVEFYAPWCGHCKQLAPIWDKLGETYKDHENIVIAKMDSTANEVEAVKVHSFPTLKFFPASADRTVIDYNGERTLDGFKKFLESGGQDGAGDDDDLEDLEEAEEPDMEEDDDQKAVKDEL
KKLEB cytotox: reduces viability of KKLEB cystic fibrosis airway cells | activity change (cytotoxicity), % at 5 µM | KKLEB CF airway cells viability, ATPlite luminescence, overnight; active compounds read low; cells stimulated with P. aeruginosa culture filtrate | AID 602141 | 360,000 compounds, 0.36% hits;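 active = corrected activity change at or below -50% at 5 µM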
The depositor's hits bear a star; ? = inconclusive; nt = no result given.

SMILES	Peg3 promoter	Shn3 inh set2	NR2E3 ag-1	TRPM1 prom inh	CF NFkB inh	HIF-2a block	NR2E3 ag-2	Vif inh	CaV13 FRET inh	PDI turbidity	KKLEB cytotox
Cc1nnc(SCC2=C(C(=O)O)N3C(=O)C(NC(=O)C(C)n4nc(C(F)(F)F)cc4C)C3SC2)s1 (configuration not stated)	2	2	0	2	-6	7	10	3	-4	-9	-2
CCCCn1c(N)c(N(CCOC)C(=O)c2c(CC)noc2C)c(=O)[nH]c1=O	-10	-1	2	nt	17	8	16	-3	-7	3	-8
COc1ccc(N(CC(=O)N2CCN(c3ccc(Cl)cc3)CC2)S(=O)(=O)c2c(C)n[nH]c2C)cc1	10	-6	0	15	19	29	8	-2	-4	-12	-24
COc1ccc(NS(=O)(=O)c2csc(C(N)=O)c2)cc1OC	3	8	-3	6	6	12	-8	-6	-4	-4	0
COc1ccccc1NC(=O)COc1cccc(-n2cnnn2)c1	20	12	-1	0	9	-8	10	4	-4	9	0
Cn1c(NCc2ccccc2)cc(=O)n(C)c1=O	11	8	5	14	-4	7	-24	18	0	0	10
COC(C(=O)NNS(=O)(=O)c1ccc([N+](=O)[O-])cc1)c1ccccc1 (configuration not stated)	10	-13	5	1	-20	8	-9	13	-2	0	1
CCN(C(=O)COC(=O)c1cnc(C)cn1)C1CCS(=O)(=O)C1 (configuration not stated)	-7	-20	-1	1	15	-4	14	-3	-6	2	-9
COc1ccc(/C=C(/NC(=O)c2ccco2)C(=O)NCCc2ccccc2)cc1	15	-93	2	6	-23	8	13	-3	-7	20	4
Cc1cc(C)c2c(CC(=O)Nc3ccc(Cl)cn3)coc2c1	1	-1	-1	-4	34	4	37	12	-7	-5	-13
COc1c(Cl)cc(Cl)cc1C(=O)Nc1ccc(NC(C)=O)cc1	4	-1	6	0	-15	-13	7	5	-6	-2	8
O=C(NCCCN1CCOCC1)c1ccc2c(c1)N(Cc1ccccc1)C(=O)c1ccccc1S2=O (configuration not stated)	13	-5	-3	4	3	19	25	3	-7	10	11
N#C/C(=C\c1ccc(F)cc1F)S(=O)(=O)c1ccccn1	10	8	-1	2	17	2	8	2	6	1	-10
O=C(c1cc2ccccc2o1)N1CCCCCC1	-115	-49	1	-55	4	-150	-41	-2	-4	-5	-6
O=S(=O)(NC1CCCC1)c1ccccc1Br	-5	12	2	-2	-22	-7	-35	-5	4	-1	1
CCOc1cc(CN2CCCC(C(=O)c3cccc(C(F)(F)F)c3)C2)ccc1O (configuration not stated)	4	4	3	-8	7	15	26	-1	0	13	-5
COc1ccccc1NC(=O)CC12CC3CC(CC(Br)(C3)C1)C2	-1	-6	1	11	11	20	-16	4	-3	-12	-8
COc1ccc(OC)c(NC(=O)NC2(C(F)(F)F)Oc3ccccc3O2)c1	3	59	2	14	-10	-2	-19	19	-4	11	-1
COc1ccc(/C=N\NS(=O)(=O)c2ccc(Cl)cc2)cc1COc1ccccc1[N+](=O)[O-]	9	22	0	-7	-5	-3	-33	-1	nt	17	10
CCN(CC)C(=O)c1oc2ccc(S(=O)(=O)N3CCCCCC3)cc2c1C	11	69	4	4	13	-21	-1	nt	-7	-3	-4
CC(=O)c1sc(Nc2cccc(C)c2)nc1C	-205	-37	1	-13	-8	-234	-56	5	5	17	-7
CCNc1nc(NC(C)CC)nc(Oc2ccc(OCC)nn2)n1 (configuration not stated)	-16	-5	4	-3	-48	-27	-3	8	-2	-1	0
O=C(CSc1nnc(Nc2ccccc2F)s1)c1cc2ccccc2o1	-18	-14	1	-20	-5	-78	-48	-1	-5	1	13
Cc1cc(Cl)cc(Cl)c1OCCOc1cccc2cccnc12	-14	7	-2	1	-4	-33	-79	3	-1	0	-3
COc1cccc(-n2c(SCC(=O)O)nnc2-c2cccnc2)c1	-22	-15	0	1	1	-2	-27	0	-8	-2	-8

Record cards, from the list above:
COc1ccc(/C=N\NS(=O)(=O)c2ccc(Cl)cc2)cc1COc1ccccc1[N+](=O)[O-] across the screens: Peg3 promoter = 9; Shn3 inh set2 = 22; NR2E3 ag-1 = 0; TRPM1 prom inh = -7; CF NFkB inh = -5; HIF-2a block = -3; NR2E3 ag-2 = -33; Vif inh = -1; CaV13 FRET inh = nt; PDI turbidity = 17; KKLEB cytotox = 10
COc1ccc(OC)c(NC(=O)NC2(C(F)(F)F)Oc3ccccc3O2)c1 across the screens: Peg3 promoter = 3; Shn3 inh set2 = 59; NR2E3 ag-1 = 2; TRPM1 prom inh = 14; CF NFkB inh = -10; HIF-2a block = -2; NR2E3 ag-2 = -19; Vif inh = 19; CaV13 FRET inh = -4; PDI turbidity = 11; KKLEB cytotox = -1

5 compounds from above, sorted by their value in TRPM1 prom inh, low to high.
| SMILES | TRPM1 prom inh |
| --- | --- |
| O=C(CSc1nnc(Nc2ccccc2F)s1)c1cc2ccccc2o1 | -20 |
| COc1c(Cl)cc(Cl)cc1C(=O)Nc1ccc(NC(C)=O)cc1 | 0 |
| Cc1nnc(SCC2=C(C(=O)O)N3C(=O)C(NC(=O)C(C)n4nc(C(F)(F)F)cc4C)C3SC2)s1 (configuration not stated) | 2 |
| O=C(NCCCN1CCOCC1)c1ccc2c(c1)N(Cc1ccccc1)C(=O)c1ccccc1S2=O (configuration not stated) | 4 |
| COc1ccc(OC)c(NC(=O)NC2(C(F)(F)F)Oc3ccccc3O2)c1 | 14 |

(more compounds)
SMILES	Peg3 promoter	Shn3 inh set2	NR2E3 ag-1	TRPM1 prom inh	CF NFkB inh	HIF-2a block	NR2E3 ag-2	Vif inh	CaV13 FRET inh	PDI turbidity	KKLEB cytotox
CC1CCN(Cc2c(C(=O)N/N=C/c3cc(Br)ccc3O)nnn2-c2nonc2N)CC1	74*	?	4	65*	37	6	-15	53*	-4	2	-21
COc1ccc(C2=NOC(C(=O)NCC(C)C)C2)cc1 (configuration not stated)	-92	-14	1	-51	-7	-119	-34	8	-5	-18	9
Cc1cc(S(=O)(=O)NCCCN2CCOCC2)ccc1F	12	-3	-1	-6	10	6	5	31	nt	4	-4
Cc1nc2ccccn2c1C(=O)NN	5	1	5	9	-3	8	1	1	-6	-1	4
COc1cccc(-c2cc(C(=O)Nc3cccc(O)c3)no2)c1	-218	14	3	-17	-26	-121	-2	-1	-10	3	-38
CC(=O)c1cccc(NC(=O)c2ccc3c(Cl)c4c(nc3c2)CCCC4)c1	-27	28	5	-34	-7	-70	-7	-2	-5	0	-2
O=C(C1CCN(S(=O)(=O)c2cccnc2)CC1)N1CCN(C2CCCC2)CC1	-3	9	1	-2	0	4	-14	-6	nt	0	4
O=C(CN1C(=O)c2ccccc2C1=O)N1CCN(C(=O)c2ccco2)CC1	19	0	6	-3	9	23	-7	6	-3	2	4
CCn1c(SCc2ccc(F)cc2)nnc1C1CCN(S(=O)(=O)c2ccc(OC)cc2)CC1	19	45	1	8	11	23	4	-1	nt	-8	-1
O=C(COC(=O)c1cc([N+](=O)[O-])ccc1N1CCOCC1)Nc1ccc(Cl)cc1	31	16	2	2	11	16	-25	-3	-3	-4	-14
CC(C)(C)c1cc(N)n(-c2ccc(C(=O)O)cc2)n1	10	5	4	-2	-2	20	-9	-7	-5	0	9
CCc1ccccc1NC(=O)CN1CCN(C(=O)C(C)NC(=O)c2ccc(Cl)cc2)CC1 (configuration not stated)	5	8	nt	7	6	-3	2	-2	-7	-4	17
CC(C)(C)NC(=O)C(=O)NNC(=O)COc1ccccc1	1	-36	1	6	12	12	-6	3	-3	-2	-3
Cc1ccc(N(CC(=O)NCc2ccc(Cl)cc2)S(C)(=O)=O)cc1	-10	-2	-3	2	8	-18	6	-4	-2	2	1
Cc1ccc(CNc2nc(C)cs2)cc1	-249	-88	-1	-144	-5	-204	-61	0	-4	-4	-13
COc1ccc(CN(C(=O)c2nsc(Cl)c2Cl)C(C(=O)NC2CCCC2)c2ccc(OC)cc2)cc1 (configuration not stated)	3	-2	3	-14	-3	5	-26	-5	-1	-2	6
CCOCCCNC(=O)CCn1ccc2cc(S(=O)(=O)N3CCCC3)ccc21	7	-32	-2	6	-12	3	7	-7	-7	15	1
COC(=O)c1cn(C(=O)c2ccccc2F)nc1N	9	-10	3	-4	0	7	-2	4	-7	-4	1
CC(=O)Nc1cc(-c2cccc(F)c2)cn2c(-c3ccccc3)cnc12	11	9	nt	nt	-12	-10	-30	-7	-5	18	-23
Cc1ccccc1N(Cc1cc(=O)[nH]c2ccccc12)C(=O)C(C)C	17	7	0	-1	-7	15	9	-5	-2	-1	3
Cc1c(Cl)cccc1NC(=O)CCN1CCCCC1	-2	-5	-1	3	-13	6	-14	2	-4	-6	4
O=C(CSc1nc2ccccc2c(=O)[nH]1)NCc1ccc(Cl)cc1	22	-14	2	18	-10	9	-32	-16	nt	-3	-10
COc1ccc(-c2cc(C(=O)N3CCCCCC3)no2)cc1	-316	-11	5	-36	0	-150	-185	-3	-7	5	-2
O=c1c2ccccc2cnn1Cc1n[nH]c(=S)n1-c1ccccc1	-3	-20	0	3	-8	7	19	2	-15	-7	8
O=C(CN(C(=O)CCC(=O)Nc1ccccn1)c1ccc(F)cc1)NCc1ccc(F)cc1	2	-62	0	1	9	15	-14	5	-2	-3	10
Cc1noc(C)c1CSc1nc2ccccc2n1CCc1ccccc1	4	6	-1	15	-5	-7	-6	-22	-3	-4	8
COc1ccc(NC(=S)N2CCN(c3ccccn3)CC2)cc1	-3	14	2	-3	-22	4	26	10	-7	-4	7

Fetched one by one from above:
SMILES	Peg3 promoter	Shn3 inh set2	NR2E3 ag-1	TRPM1 prom inh	CF NFkB inh	HIF-2a block	NR2E3 ag-2	Vif inh	CaV13 FRET inh	PDI turbidity	KKLEB cytotox
COc1c(Cl)cc(Cl)cc1C(=O)Nc1ccc(NC(C)=O)cc1	4	-1	6	0	-15	-13	7	5	-6	-2	8
Cc1cc(S(=O)(=O)NCCCN2CCOCC2)ccc1F	12	-3	-1	-6	10	6	5	31	nt	4	-4
COc1ccc(NC(=S)N2CCN(c3ccccn3)CC2)cc1	-3	14	2	-3	-22	4	26	10	-7	-4	7
COC(=O)c1cn(C(=O)c2ccccc2F)nc1N	9	-10	3	-4	0	7	-2	4	-7	-4	1

Compounds as they come; overall some 3.3% were active at least once.
